Compound activity (PubChem BioAssay)
MEKK2 WT-MEK5: raises or lowers MEK5 binding to wildtype human MEKK2 PB1 domain. Q9Y2U5. bead flow cytometry, Alexa488-MEK5 binding to MEKK2 WT; actives lie on both sides. binding response (% of control), % at 10 µM. 290,000 tested, 1.1% active. AID 1531; in the data active = binding response below about 67% or above about 130%
NALP1 inh: inhibitors of NALP1 inflammasome in yeast; S. cerevisiae NALP1/ASC/caspase-1 growth, X-gal OD620, 72 h; inhibition, % at 10 µM; 280,000 tested, 0.61% active; in the data active = inhibition mostly above about 24%, no sharp cut-off; inactive = mostly below about 32%; also: some compounds called inactive have numbers as strong as hits
OXTR agonist: agonists of human oxytocin receptor | P30559 | CHO-OTR cells, Fluo-8 calcium fluorescence; normalized: DMSO 0%, oxytocin 100% | activation, % at 3 µM | 320,000 tested, 0.32% active;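 active = activation above the mean of all tested compounds plus 3 SD, cutoff set per screening run, cut at about 20% in these data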;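 also: peak over basal fluorescence ratio from a 100 s FLIPR kinetic read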
Target sequence (P30559 whole entry, looked up): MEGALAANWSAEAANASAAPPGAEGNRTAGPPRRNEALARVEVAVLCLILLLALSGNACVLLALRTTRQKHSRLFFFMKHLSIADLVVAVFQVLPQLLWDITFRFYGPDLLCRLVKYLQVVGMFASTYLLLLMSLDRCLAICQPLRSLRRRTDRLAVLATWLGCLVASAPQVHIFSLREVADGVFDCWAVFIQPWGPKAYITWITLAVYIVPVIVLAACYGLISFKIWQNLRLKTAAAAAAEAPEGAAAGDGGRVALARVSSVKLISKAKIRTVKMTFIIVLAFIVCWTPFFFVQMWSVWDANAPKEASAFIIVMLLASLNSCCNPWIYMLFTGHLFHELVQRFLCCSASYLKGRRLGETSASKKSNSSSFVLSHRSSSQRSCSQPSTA
V1aR counter: activates human V1a receptor in oxytocin agonist counter-screen; P37288; CHO-V1R cells, Fluo-8 calcium fluorescence, agonist mode; 0% DMSO, 100% 3 nM vasopressin; activation, % at 3 µM; 320,000 tested, 0.25% active; AID 2797;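 active = activation above the mean activation of all tested compounds plus 3 SD, per screening run, cut at about 20% in these data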;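 also: signal is peak over basal fluorescence ratio across a 100 second FLIPR read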
MEKK2 mut-MEK5: signal of MEK5 binding to mutant human MEKK2 PB1 domain; bead flow cytometry, Alexa488-MEK5 binding to MEKK2 mutant; percent response, % at 10 µM; 290,000 tested, 0.35% active; AID 1530; in the data active = percent response above about 24%, passing the limit was not always enough; also: inactives centre near 1; some results filed as inactive read as strong as hits; reference of the scale not given here
PHOSPHO1 inh: inhibitors of human PHOSPHO1 phosphatase; 290,000 tested, 1.1% active; inhibition, % at 13.3 µM; recombinant PHOSPHO1, absorbance phosphatase assay; Q8TCT1; in the data active = inhibition above about 60%
Target sequence (Q8TCT1 whole entry, looked up): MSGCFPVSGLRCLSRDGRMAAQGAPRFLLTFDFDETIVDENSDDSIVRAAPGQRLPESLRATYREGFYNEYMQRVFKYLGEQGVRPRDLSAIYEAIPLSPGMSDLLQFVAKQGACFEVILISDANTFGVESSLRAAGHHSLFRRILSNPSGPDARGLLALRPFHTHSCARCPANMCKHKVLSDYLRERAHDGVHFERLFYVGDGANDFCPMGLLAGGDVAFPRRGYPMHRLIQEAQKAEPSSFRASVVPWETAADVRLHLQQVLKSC
MEKK3 PB1 HTS: raises or lowers MEK5 binding to the human MEKK3 PB1 domain; binding response (% of control), % at 10 µM; Q99759; 290,000 tested, 1.4% active; bead-based flow cytometry, Alexa488-MEK5 binding to MEKK3; actives lie on both sides; 0 = blocked by unlabeled MEK5, 100 = vehicle; AID 1529;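 active = binding response more than 3 SD above or below the average of its plate-row segment, actives on both sides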;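 also: Alexa488 bead fluorescence after subtracting the streptavidin-only scavenger bead signal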
GalR3 antag: blocks the human galanin receptor 3; inhibition, % at 3 µM; O60755; AID 651719; 360,000 tested, 0.44% active; HEK293 GalR3-CNG cAMP membrane potential fluorescence; galR3 body fused to GalR1 C-terminus;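 active = inhibition above the screen-wide average plus 3 SD, cut at about 13% in these data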;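 also: forskolin and galanin both at EC90 stimulate the cells; cAMP rise reported by CNG channel membrane potential dye signal; 0% = forskolin plus galanin with DMSO and 100% = forskolin alone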
GPR7 antag: antagonists of human GPR7 (neuropeptides B/W receptor 1). GPR7-expressing cells, fluorescence antagonist assay. inhibition, % at 4.4 µM. 290,000 tested, 1.1% active; in the data active = inhibition above about 16%, passing the limit was not always enough;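 also: cells stimulated with the agonist NPW; 0% = agonist with vehicle and 100% = vehicle without agonist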
Target sequence (P48145 whole entry, looked up): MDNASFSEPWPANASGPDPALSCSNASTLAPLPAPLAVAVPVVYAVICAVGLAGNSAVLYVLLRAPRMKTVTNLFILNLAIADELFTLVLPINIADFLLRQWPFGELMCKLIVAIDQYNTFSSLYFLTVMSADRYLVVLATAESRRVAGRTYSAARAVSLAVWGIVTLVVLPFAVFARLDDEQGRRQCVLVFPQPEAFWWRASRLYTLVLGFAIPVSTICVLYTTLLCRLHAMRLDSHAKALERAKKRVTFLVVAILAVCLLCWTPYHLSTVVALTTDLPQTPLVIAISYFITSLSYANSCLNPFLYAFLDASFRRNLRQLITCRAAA
An asterisk follows results filed as active; . = not tested or not shown; [ ] = another dose, or the depositor's remark. Hits appear at their usual frequency. About 5.4% of those tested had a hit in this group.

SMILES	MEKK2 WT-MEK5	NALP1 inh	OXTR agonist	V1aR counter	MEKK2 mut-MEK5	PHOSPHO1 inh	MEKK3 PB1 HTS	GalR3 antag	GPR7 antag
COC(=O)COc1ccc(NC(=O)Cn2nc(-c3ccccc3)c3ccccc3c2=O)cc1	101	7	0.0	0.5	-1	16	100	1	-12
Cc1cnc(NC(=O)COc2ccccc2)s1	98	24	0.7	0.7	-2	-6	103	-3	-1
CN1CCC(=O)N([C@H](CO)c2ccccc2)CC1	115	1	-0.2	1.5	-1	-2	103	-4	-5
Cc1nn(C)cc1C1Nc2ccccc2C(=O)N1O (configuration not stated)	102	-1	0.6	0.4	4	-20	107	-2	-16
Cc1ccnc(NS(=O)(=O)c2ccc(NC(=O)c3ccc(C)o3)cc2)n1	105	1	0.3	3.7	9	-10	109	-3	-11
COc1ccc(N(C)S(=O)(=O)c2ccc3c(c2)CCN3C(=O)C2CC2)c(OC)c1	96	-24	8.3	10	1	54	95	2	3
CC1CN(c2ccc([N+](=O)[O-])cc2C(=O)N2CCOCC2)CC(C)N1 (configuration not stated)	101	15	0.6	0.3	0	-18	103	0	-7
O=C(O)CC(c1cccc2ccccc12)N1Cc2ccccc2C1=O (configuration not stated)	84	9	0.3	0.4	-13	25	89	-4	7
CC(=O)n1c2ccccc2c2ccccc21	95	10	-1.6	-0.4	-2	-12	99	-1	-11
CCC(=O)c1ccc(OCCN2CCOCC2)cc1	96	-2	1.6	4.0	1	3	103	-5	-1
O=C(Cc1cccs1)N1CCC(c2nc3c(nnn3Cc3ccccc3Cl)c(=O)[nH]2)CC1	93	5	-0.4	-0.1	2	-7	98	-6	-2
CC(=O)c1c(C)[nH]c(C(=O)CSc2nc3ccccc3c(=O)n2CCCN2CCOCC2)c1C	98	16	0.3	0.0	-5	-25	95	-4	-7
Clc1ccc(-c2nc(NCCN3CCOCC3)c3ccccc3n2)cc1	114	18	12	6.9	3	24	98	-7	3
CSCC(=O)N1CCC(n2nccc2NC(=O)CCc2ccccc2)CC1	108	-9	0.0	-0.2	5	-6	107	-9	0
CCOC(=O)Cn1c(=NC(=O)c2sc3ccccc3c2Cl)sc2cc(S(N)(=O)=O)ccc21	94	42	1.1	1.1	0	0	94	2	-6
NC(=O)C1CCN(C(=O)c2cc3n(n2)C(C(F)(F)F)CC(c2ccco2)N3)CC1 (configuration not stated)	113	20	-0.6	0.2	9	-6	106	.	-15
Cc1ccc(S(=O)(=O)N2CCOCC2)cc1C(=O)NC1CCCCC1	104	6	-1.0	0.0	7	23	104	6	5
CCSc1nc2ccc(OC)cc2cc1C#N	94	-7	-1.8	-0.5	-4	9	96	-7	-17
CCN(CC)CC#CCOC(c1ccccc1)c1ccccc1	104	10	-1.8	0.0	3	-23	100	4	-17
CCN1CCN(C(=O)Nc2cccc3ccccc23)CC1	99	13	0.2	-0.1	-4	12	98	-3	-8
Cc1cc(C)nc(N2CCCC(C(=O)Nc3ccc4nc(C)c(C)nc4c3)C2)n1 (configuration not stated)	112	9	-2.0	-1.6	10	5	113	-6	3
CC(C)n1c(C(O)c2ccc3c(c2)OCO3)nc2ccccc21 (configuration not stated)	101	-10	1.4	0.5	4	14	102	-8	8
O=C(O)Cc1csc(-c2cccc(F)c2)n1	83	22	-0.5	0.4	-9	-4	94	.	-11
Cc1cccc(OCCSc2nncn2C)c1	90	-13	-0.3	-0.3	-6	-5	88	1	-12
O=C(c1ccccc1)N1CCN(C2CC(=O)N(CCc3ccccc3)C2=O)CC1 (configuration not stated)	102	1	0.3	0.3	5	27	108	-3	3

In the list so far, two contain a furan ring, fused or not.
SMILES	MEKK2 WT-MEK5	NALP1 inh	OXTR agonist	V1aR counter	MEKK2 mut-MEK5	PHOSPHO1 inh	MEKK3 PB1 HTS	GalR3 antag	GPR7 antag
Cc1ccnc(NS(=O)(=O)c2ccc(NC(=O)c3ccc(C)o3)cc2)n1	105	1	0.3	3.7	9	-10	109	-3	-11
NC(=O)C1CCN(C(=O)c2cc3n(n2)C(C(F)(F)F)CC(c2ccco2)N3)CC1 (configuration not stated)	113	20	-0.6	0.2	9	-6	106	.	-15

The main list resumes with the three entries that preceded the break.
SMILES	MEKK2 WT-MEK5	NALP1 inh	OXTR agonist	V1aR counter	MEKK2 mut-MEK5	PHOSPHO1 inh	MEKK3 PB1 HTS	GalR3 antag	GPR7 antag
O=C(O)Cc1csc(-c2cccc(F)c2)n1	83	22	-0.5	0.4	-9	-4	94	.	-11
Cc1cccc(OCCSc2nncn2C)c1	90	-13	-0.3	-0.3	-6	-5	88	1	-12
O=C(c1ccccc1)N1CCN(C2CC(=O)N(CCc3ccccc3)C2=O)CC1 (configuration not stated)	102	1	0.3	0.3	5	27	108	-3	3
Cc1nn2c(NCc3ccccn3)c3c(nc2c1-c1ccccc1)CCC3	92	.	-3.3	-0.9	1	45	89	2	-6
CCC(=O)N1C(C(=O)NCc2ccc(OC)cc2)CSC1c1ccc(OC)cc1 (configuration not stated)	114	6	0.7	0.2	6	-28	110	-1	0
CCC(C)N(C(=O)Cn1nnc2ccccc21)C(C(=O)Nc1ccc(F)cc1)c1cccc(OC)c1 (configuration not stated)	82	3	3.2	3.2	-12	28	80	-1	8
CS(=O)(=O)NCc1nnc(SCc2ccc(C(F)(F)F)cc2)o1	100	.	-0.9	1.4	5	9	100	3	1
CC(=O)Nc1ccc(Sc2ncccc2C(=O)Nc2ccc(F)cc2)cn1	97	9	79*	70*	1	62*	92	-11	62*
CC(=O)Nc1sc(N/N=C\c2ccc(O)cc2)nc1-c1cccs1	98	-8	-0.8	0.1	3	-42	105	6	-13
COCCn1c(SCC(=O)NNC(=O)c2ccccc2)nc2ccccc2c1=O	113	21	-0.3	-0.1	11	-14	101	1	-6
COc1cc(C(=S)N2CCCC2)cc(OC)c1OS(=O)(=O)c1ccc(NC(C)=O)cc1	98	24	-1.4	0.5	-2	-5	97	3	4
Cc1nc2ccccc2c(=O)n1/N=C/c1ccc(O)cc1	89	15	2.1	2.3	-10	-13	88	0	-10
COCC(=O)Nc1nc2ccccc2s1	107	9	0.1	0.8	1	-36	103	-4	1
Cc1cccc(N2CCN(C(=O)NC3CCCCC3)CC2)c1C	103	24	10	7.3	4	14	106	-11	1
O=C(NCc1ccc2c(c1)OCO2)Nc1ccc(F)cc1	99	11	-1.1	0.9	4	24	100	1	-13
CCOC1CCCCC1NS(=O)(=O)c1ccc(Cl)cc1 (configuration not stated)	101	34	-2.0	-0.5	6	-4	104	-9	-18
COc1cc(C2=CCN(C(C)=O)CC2)ccc1OC(C)=O	99	.	0.3	0.6	-1	.	102	-3	.
Cc1ccc(CN(C)CC(=O)Nc2ccc3c(c2)CCC3)cc1	105	8	-2.9	-1.3	0	30	100	-7	0
COc1ccc(CN2CCN(Cc3cccc(Oc4ccccc4)c3)CC2)c(OC)c1OC	118	24	1.4	2.3	15	-3	104	-3	-19
CC(C)C(C)NC(=O)COC(=O)/C=C/c1ccc(S(=O)(=O)N2CCc3ccccc32)cc1 (configuration not stated)	95	4	-0.2	-0.1	-3	6	103	-8	-12
O=C(O)c1ccccc1N/N=C/c1cc(Br)cc(Br)c1O	102	-15	-1.8	-0.2	0	-1	102	0	-5
COC(=O)C(CC(=O)Nc1cc(C)ccc1C)Nc1ccccc1OC (configuration not stated)	105	-3	-1.4	-0.6	3	0	103	-2	7
C=C(C)CNC(=S)N/N=C(\C)c1ccc(-n2ccnc2)cc1	101	1	3.4	4.0	4	33	100	-5	-10
O=C(c1cccc(S(=O)(=O)NCc2ccccc2)c1)N1CCN(c2cccc(C(F)(F)F)c2)CC1	111	20	1.5	4.3	10	5	108	-1	-20
Cc1ccc(-n2c(SCC(N)=O)nnc2-c2cccnc2)c(C)c1	106	7	-0.6	0.8	5	5	103	1	-7
O=C(Nc1nc2ccc(F)cc2s1)C1CCN(S(=O)(=O)c2cc([N+](=O)[O-])ccc2Cl)CC1	101	3	11	5.2	0	-4	98	8	18
Cc1cc(C)cc(OC2CCCCC2NS(=O)(=O)c2ccccc2)c1 (configuration not stated)	104	9	-1.4	-0.8	-1	6	107	-3	-15
O=C(NCc1ccc(F)cc1)C(C(=O)NCc1ccc(F)cc1)c1ncc(C(F)(F)F)cc1Cl	96	8	-1.8	-0.9	-5	-11	100	-5	-2

Remaining list, next part
SMILES	MEKK2 WT-MEK5	NALP1 inh	OXTR agonist	V1aR counter	MEKK2 mut-MEK5	PHOSPHO1 inh	MEKK3 PB1 HTS	GalR3 antag	GPR7 antag
COC(=O)c1ccc(-c2nc(CN3CCN(Cc4cccc(C)c4)CC3)c(C)o2)cc1	110	-7	-0.4	1.4	8	8	104	-2	-13
O=C(COC(=O)/C=C/c1ccccc1[N+](=O)[O-])NCC1CCCO1 (configuration not stated)	93	2	0.2	1.3	3	4	112	-2	-17
COc1cc(OC)cc(C(=O)O/N=C(\N)c2ccncc2)c1	107	24	-2.3	-0.1	0	-7	107	-3	-3
Cn1c(=O)c2c(nc(-n3ccnc3)n2C)n(C)c1=O	99	8	0.4	0.5	4	14	101	2	-8
Cc1noc(C)c1C(=O)OCC(=O)Nc1cc(S(=O)(=O)N2CCOCC2)ccc1Cl	.	1	-0.8	-0.4	.	48	.	.	-1
O=C1NC(=O)C2(COC(c3cccc([N+](=O)[O-])c3)OC2)S1 (configuration not stated)	102	-1	0.4	1.0	1	16	103	-5	-7
CCN(CC)C(=O)Cn1cc(S(=O)(=O)CC(=O)NCCc2ccccc2)c2ccccc21	97	10	-0.6	-0.5	-2	20	100	1	-17
Cc1cc(C)n(C(=O)CNC(=O)c2ccccc2F)n1	101	25	0.1	0.6	0	22	103	0	-11
Cc1c(Cl)cccc1NC(=O)CNc1cccc(C(F)(F)F)c1	95	25	-0.9	-0.4	-8	4	99	-3	-2
Cc1sccc1/C=N/NC(=O)c1cccc2ccccc12	101	9	-0.5	1.2	-2	-9	103	-13	7
COc1cccc(N2CC(C(=O)Nc3nnc(SCc4ccccn4)s3)CC2=O)c1 (configuration not stated)	110	10	-0.7	4.3	22	15	104	0	-5
Cc1oc2cc3oc(=O)c(CC(=O)N[C@@H](C)C(=O)NC(Cc4ccc(Cl)cc4)C(=O)O)c(C)c3cc2c1C (some centres not stated)	97	-6	-0.4	-0.4	-2	-18	99	-7	-3
CCC(C)NC(=O)c1[nH]c(C)c(C(=O)OC)c1C (configuration not stated)	113	19	0.5	0.9	14	2	102	-2	0
O=C(CSc1nnc(-c2cnccn2)n1Cc1ccco1)Nc1ccc(Br)cc1	92	18	-2.7	-1.0	-13	-7	87	1	11
COc1ccc(-c2csc(Nc3ccccn3)n2)cc1	91	5	-2.6	-0.6	-14	21	83	-5	-11
CCOc1ccc(NC(=O)C2=C(C)NC(=S)NC2c2ccc(O)c(OC)c2)cc1 (configuration not stated)	102	8	-1.3	0.8	-1	-3	101	0	18
O=C(NCC1CCCO1)C(c1cccnc1)N(C(=O)Cc1cccs1)c1ccccc1 (configuration not stated)	-10*[inhibitor]	6	2.6	2.0	-24	-26	-1.0*[inhibitor]	0	-9
COc1ccc2nnc(-c3ccccc3)n2n1	102	3	0.7	0.2	-7	-7	98	-4	6
COc1ccc(S(=O)(=O)N2CCN(C(=O)CN3C(=O)NC4(CCCC4)C3=O)CC2)cc1	104	10	0.5	0.8	4	48	101	1	-9
Cc1cc(S(=O)(=O)Nc2c(C(=O)O)[nH]c3ccccc23)ccc1F	111	16	0.4	-0.1	2	-10	113	-9	-5
COc1ccc(CC(=O)OCN2C(=O)c3ccccc3C2=O)cc1OC	101	0	-0.2	0.7	-4	47	97	0	-19
COc1cc(/C=C2\SC(=S)N(CC(=O)Nc3cccnc3)C2=O)cc(OC)c1OC	84	14	2.4	2.5	-1	4	107	0	-5
